Source: PubChem BioAssay (Broad Institute)
C diff HTS = C. difficile growth inhibitors, primary screen, HTS; Clostridium difficile clinical isolate growth, OD600, 24 h; hits give low values; growth activity, negative = inhibition, % at 16 µg/mL (by protocol); 0.25% of 86,000 active; AID 1259249, 2017;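 active = mean growth activity at or below -80% and every replicate also at or below -80%; inconclusive = mean at or below -80% but some replicate above -80%; inactive = mean growth activity above -80%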;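 note: 0% = DMSO wells and -100% = levofloxacin 16 µg/mL wells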
GASC1 inh = inhibitors of GASC-1 (KDM4C) histone demethylase, primary screen, biochemical, single concentration HTS | 0.15% of 96,000 active | inhibition, % at 12.5 µM | GST-KDM4C 2-372, H3K9me3 peptide, LANCE TR-FRET | AID 720574, 2013;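 active = mean replicate inhibition above about 25%, with at least 55% of replicates also reaching it, limit read from the data, passing the limit was not always enough; inconclusive = only one of those two conditions met; inactive = neither condition met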
Target sequence (Q9H3R0 2-372 limits assumed): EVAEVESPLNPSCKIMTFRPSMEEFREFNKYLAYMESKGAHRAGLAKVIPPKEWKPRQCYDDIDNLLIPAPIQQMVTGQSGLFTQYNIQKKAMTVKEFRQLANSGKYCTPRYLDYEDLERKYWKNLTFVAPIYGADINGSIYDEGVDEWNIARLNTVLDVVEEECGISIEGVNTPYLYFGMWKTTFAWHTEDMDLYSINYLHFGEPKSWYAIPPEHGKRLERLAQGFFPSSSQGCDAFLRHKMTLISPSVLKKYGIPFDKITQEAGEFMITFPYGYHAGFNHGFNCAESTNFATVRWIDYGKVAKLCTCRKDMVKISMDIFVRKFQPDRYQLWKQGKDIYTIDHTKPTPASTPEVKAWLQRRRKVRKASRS
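System – N-terminal GST-fused human GASC-1 (KDM4C) fragment, residues 2-372 · Input – enzyme final amount 10 nM · Technique – LANCE TR-FRET, Eu antibody, ULight-streptavidin, EDTA, ex 340 nm, em 618/671 nm · Medium – HEPES buffer, pH 7.5, plus ascorbate · Incubation – enzyme reaction 30 min, then detection 60 min, both room temperature · Reagent – H3K9me3 peptide with Fe(II)/2OG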
Tcruzi prolif = T. cruzi intracellular proliferation inhibitors, primary screen, cell-based, beta-gal Tulahuen parasites, NIH3T3 host, luminescence; T. cruzi beta-gal in NIH3T3, GalScreen luminescence, 90 h; inhibition, % at 8.34 µM; 5.9% of 77,000 active; AID 624255, 2012;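 active = mean inhibition above about 93%, with at least 55% of replicates each passing it, limit read from the data, passing the limit was not always enough; inconclusive = only one of those two conditions holds; inactive = neither condition holds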
Pf Dd2 growth = P. falciparum Dd2 growth inhibitors, primary screen, SYBR Green fluorescence, single dose replicates; activity change, % at 10 µM; AID 1159554, 2015; 2.3% of 94,000 active; 72 h; hits give low values; in the data active = activity change below about -80%; inconclusive = no clear call, values can overlap the other calls
Active calls of the source: *; ? = inconclusive; / = no result given; & = joins results of further samples.

Every second line gives: Tcruzi prolif | GASC1 inh | C diff HTS | Pf Dd2 growth
> CC(C)CC#Cc1cnc2c(c1)C(=O)N([C@@H](C)CO)C[C@@H](C)[C@H](CN(C)Cc1ccccc1F)O2
    119.5* | 1.5 | -12.5 | -31.4
> Cc1noc(C)c1NC(=O)Nc1ccc2c(c1)C(=O)N([C@H](C)CO)C[C@@H](C)[C@H](CN(C)C(=O)Nc1ccc(F)cc1)O2
    33.4 | -0.5 | 0.0 | 36.7
> C[C@@H]1CN([C@@H](C)CO)C(=O)Cc2cc(NC(=O)Cn3cnnn3)ccc2O[C@H]1CN(C)Cc1ccc(C(F)(F)F)cc1
    66.2 | ? | 10.4 | -7.6
> C[C@@H]1CCCCO[C@@H](CN(C)Cc2ccc3c(c2)OCO3)[C@@H](C)CN([C@@H](C)CO)C(=O)c2cc(NC(=O)Nc3cccc4ccccc34)ccc2O1
    ? | -0.6 | / | -47.1
> CN(C)C(=O)c1ccc(-c2ccc(C3[C@@H]4CN(C(=O)C5CCC5)C[C@H]3N4)cc2)cc1 (some centres undefined)
    / | 0.4&3.3 | -7.6&-4.5 | -4.3&-16.2
> COc1ccc(S(=O)(=O)N(C)C[C@H]2OCCCC[C@@H](C)Oc3ccc(NC(=O)NC(C)C)cc3C(=O)N([C@@H](C)CO)C[C@@H]2C)cc1
    -12.2 | 0.2 | -4.0 | /
> CC=Cc1ccc2n(c1=O)C[C@@H]1[C@@H](CO)[C@H](C(=O)NC3CCCC3)N(CC3CCCCC3)[C@H]21 (mixture of isomers)
    86.8 | 2.4 | 7.7 | -17.9
> C[C@H](CO)N1C[C@H](C)[C@H](CN(C)C(=O)CN(C)C)Oc2ncc(C#Cc3ccccc3)cc2C1=O
    3.9 | 1.5 | -1.4 | 0.6
> C[C@@H]1CCCCO[C@H](CN(C)Cc2ccncc2)[C@@H](C)CN([C@@H](C)CO)C(=O)c2cc(NC(=O)CCC(F)(F)F)ccc2O1
    -19.3 | 0.6 | -0.5 | /
> C[C@@H]1CN([C@H](C)CO)S(=O)(=O)c2ccc(-c3ccccc3)cc2O[C@@H]1CN(C)Cc1cccc(F)c1
    123.5* | -1.7 | 4.2 | -52.2
> C[C@@H]1CN([C@@H](C)CO)C(=O)c2cccc(NC(=O)Nc3ccccc3)c2O[C@H]1CN(C)S(C)(=O)=O
    31.4 | 0.3 | -2.1 | -2.8
> C[C@@H]1CN([C@H](C)CO)C(=O)c2cccc(NC(=O)Nc3ccc4c(c3)OCO4)c2O[C@@H]1CN(C)S(=O)(=O)c1ccccc1
    9.9 | 5.8 | -7.4 | -7.8
> COc1ccc(NC(=O)N(C)C[C@@H]2Oc3ccc(NC(=O)CCN4CCOCC4)cc3C(=O)N([C@H](C)CO)C[C@H]2C)cc1
    3.0 | 17.4 | -1.7 | 18.0
> C[C@H](CO)N1C[C@H](C)[C@H](CN(C)Cc2ccc3c(c2)OCO3)Oc2c(cccc2N(C)C)C1=O
    4.0 | -1.3 | 4.6 | 16.2
> CO[C@H]1CC[C@H]2CCN(C)C(=O)[C@@H](C)N(C)C(=O)c3cc(C#N)ccc3OC[C@H]1O2
    13.8 | 0.0 | -0.3 | /
> CCCC(=O)N1CCC2(CC1)CN(Cc1nccs1)[C@@H](CO)c1[nH]c3cc(OC)ccc3c12
    / | -1.2 | -4.5 | -69.1
> CCCN1[C@@H]2c3ccc(-c4ccccc4F)c(=O)n3C[C@@H]2[C@@H](CO)[C@@H]1C(=O)NCC
    98.4* | 1.7 | -6.6 | 7.6
> O=C(C[C@@H]1CC[C@H](NC(=O)Nc2cc(F)ccc2F)[C@@H](CO)O1)NCc1ccc2c(c1)OCO2
    -19.7 | 0.1 | / | -19.2
> C[C@@H](NC(=O)C[C@@H]1C[C@H]2c3cc(NC(=O)C4CCOCC4)ccc3O[C@H]2[C@H](CO)O1)c1ccccc1
    16.5 | 1.7 | / | -1.5
> O=C(Cc1ccncc1)NCC[C@@H]1CC[C@H](NS(=O)(=O)c2ccccc2Cl)[C@H](CO)O1
    -8.8 | -0.7 | / | -17.4
> Cc1noc(C)c1NC(=O)NCC[C@H]1CC[C@@H](NC(=O)c2ccccc2)[C@@H](CO)O1
    -5.1 | 1.4 | 7.4 | 2.9
> C[C@@H]1CN([C@@H](C)CO)C(=O)Cc2cc(NC(=O)Nc3ccccc3)ccc2O[C@@H]1CN(C)CC1CCCCC1
    / | 0.0 | -3.8 | -18.5
> C[C@@H]1CN([C@H](C)CO)C(=O)c2cc(NS(=O)(=O)c3ccc(Cl)cc3)ccc2O[C@@H](C)CCCCO[C@@H]1CN(C)S(=O)(=O)c1cccs1
    100.9* | -0.4 | 10.3 | -67.9
> O=C(NCc1ccc(F)cc1)[C@H]1[C@H](CO)[C@H]2Cn3c(cccc3=O)[C@H]2N1C(=O)c1cccnc1
    -10.2 | -1.5 | -3.2 | /
> COc1ccccc1CNC(=O)C[C@@H]1CC[C@@H]2[C@@H](COc3ccc(NC(=O)Nc4ccc(F)c(F)c4)cc3C(=O)N2C)O1
    56.0 | 0.0 | 1.3 | 14.2
> O=C(C[C@H]1C[C@H]2c3cc(NC(=O)C4CCC4)ccc3O[C@H]2[C@@H](CO)O1)NCCN1CCCCC1
    11.2 | 2.0 | / | -1.0
> CCCNC(=O)C[C@H]1CC[C@@H]2[C@H](COc3ccc(NC(=O)c4ccc(C(F)(F)F)cc4)cc3C(=O)N2C)O1
    47.1 | 2.5 | 2.9 | -15.3
> COc1cccc(NC(=O)C[C@@H]2CC[C@@H]3[C@@H](COc4ccc(NC(=O)C5CCCC5)cc4C(=O)N3C)O2)c1
    / | 8.3 | -6.4 | -39.2
> O=C(C[C@H]1C=C[C@@H](NS(=O)(=O)c2ccccc2)[C@H](CO)O1)NCc1ccccc1F
    35.6 | 1.1 | -10.4 | -42.7
> COc1cccc(NC(=O)N[C@H]2C=C[C@@H](CC(=O)NCc3ccccn3)O[C@H]2CO)c1
    13.9 | 0.7 | 9.7 | 2.5
> C[C@H]1CN([C@@H](C)CO)C(=O)c2cc(NC(=O)C3CC3)ccc2O[C@H]1CN(C)Cc1ccc2c(c1)OCO2
    11.7 | 0.8 | 6.8 | 5.6
> COc1ccc(S(=O)(=O)N(C)C[C@@H]2OCCCC[C@H](C)Oc3ccc(NC(=O)Nc4ccc5c(c4)OCO5)cc3C(=O)N([C@H](C)CO)C[C@@H]2C)cc1
    103.0* | 0.8 | -5.6 | -81.1*
> Cc1ccc(S(=O)(=O)N[C@H]2CC[C@H](CCNC(=O)c3ccccc3F)O[C@H]2CO)cc1
    -16.1 | -2.2 | / | -20.3
> CC=Cc1ccc2n(c1=O)C[C@@H]1[C@@H](CO)[C@H](C(=O)NCC(F)(F)F)N(CC)[C@H]21 (mixture of isomers)
    45.3 | 6.0 | 4.8 | -22.8
> Cn1cnc(S(=O)(=O)N2C[C@@H](O)COC[C@H]3O[C@@H](CC(=O)NC4Cc5ccccc5C4)CC[C@@H]32)c1
    31.6 | 1.4 | -3.6&-5.5 | 11.0
> COc1ccc(CN(C)C[C@H]2Oc3c(NS(=O)(=O)c4ccccc4)cccc3C(=O)N([C@@H](C)CO)C[C@H]2C)cc1
    18.6 | -1.2 | -2.0 | 7.1
> C[C@@H]1CN([C@@H](C)CO)S(=O)(=O)c2ccc(C#CC3CCCC3)cc2O[C@@H]1CN(C)C(=O)Cc1ccccc1
    / | -1.8 | 5.8 | -22.2
> C[C@H](CO)N1C[C@H](C)[C@@H](CN(C)Cc2ccccc2)Oc2ccc(NC(=O)C3CC3)cc2CC1=O
    62.4 | 2.8 | 2.7 | 4.9
> CN(C)CC#Cc1ccc([C@H]2[C@@H](CO)N3CCCCN(C(=O)C4CCCC4)C[C@@H]23)cc1
    92.1 | / | -9.1 | -0.7
> CO[C@H]1CN(C)C(=O)c2cc(NC(=O)Nc3c(C)noc3C)ccc2OC[C@H](C)N(CCC(F)(F)F)C[C@H]1C
    5.5 | 2.3 | / | 2.5

Fetched by compound from the list above:
Every second line gives: Tcruzi prolif | GASC1 inh | C diff HTS | Pf Dd2 growth
> C[C@H](CO)N1C[C@H](C)[C@H](CN(C)C(=O)CN(C)C)Oc2ncc(C#Cc3ccccc3)cc2C1=O
    3.9 | 1.5 | -1.4 | 0.6
> COc1cccc(NC(=O)N[C@H]2C=C[C@@H](CC(=O)NCc3ccccn3)O[C@H]2CO)c1
    13.9 | 0.7 | 9.7 | 2.5
> COc1cccc(NC(=O)C[C@@H]2CC[C@@H]3[C@@H](COc4ccc(NC(=O)C5CCCC5)cc4C(=O)N3C)O2)c1
    / | 8.3 | -6.4 | -39.2

Further entries.
Every second line gives: Tcruzi prolif | GASC1 inh | C diff HTS | Pf Dd2 growth
> C[C@@H]1CN([C@H](C)CO)S(=O)(=O)c2ccc(C#CC3(O)CCCC3)cc2O[C@@H]1CN(C)C(=O)c1ccccc1
    -26.1 | 3.0 | -2.9 | -16.9
> CCC(=O)N1C[C@H]2[C@@H](c3ccccc31)[C@H](CO)N2Cc1ccc(F)cc1
    23.8 | 0.0 | -0.2 | -11.2
> C[C@@H]1CN([C@@H](C)CO)C(=O)c2cc(C#CC3CC3)cnc2O[C@H]1CN(C)C(=O)Nc1ccc(F)cc1
    71.2 | -2.0 | -0.7 | 2.0
> C[C@@H](NC(=O)[C@H]1N[C@H]2c3ccc(C4=CCCC4)c(=O)n3C[C@H]2[C@@H]1CO)c1ccccc1
    1.2 | 0.3 | -4.7 | /
> C[C@H](CO)N1C[C@H](C)[C@H](CN(C)C(=O)C2CCC2)Oc2ncc(-c3cccc(F)c3)cc2C1=O
    / | 0.9 | -2.7 | 29.9
> COc1ccc2c3c([nH]c2c1)[C@@H](CO)N(CC1CC1)CC31CN(C(=O)Nc2cccc(F)c2)C1
    / | -1.8 | 0.9 | -37.6
> CCCC(=O)N1CC2(C1)CN(C(=O)CC)[C@@H](CO)c1c2c2ccc(OC)cc2n1C
    / | -0.1 | -1.6 | 9.3
> COc1ccc(NC(=O)Nc2ccc3c(c2)CC(=O)N([C@H](C)CO)C[C@H](C)[C@H](CN(C)S(=O)(=O)c2c(C)noc2C)O3)cc1
    -5.7 | 0.5 | -4.8 | 10.9
> C[C@@H]1CN([C@@H](C)CO)C(=O)c2ccccc2-c2ccccc2CO[C@H]1CN(C)C(=O)c1ccc(F)cc1
    41.3 | 0.9 | -1.9 | 18.5
> CC(C)NC(=O)N(C)C[C@@H]1OCCCC[C@H](C)Oc2ccc(NC(=O)CCCN(C)C)cc2C(=O)N([C@@H](C)CO)C[C@H]1C
    -2.9 | / | -0.2 | -4.8
> CC(C)NC(=O)N(C)C[C@H]1OCCCC[C@@H](C)Oc2ccc(N(C)C)cc2C(=O)N([C@@H](C)CO)C[C@@H]1C
    40.4 | 5.8 | 10.4 | -5.1
> C[C@H](NC(=O)C[C@H]1C=C[C@@H](NC(=O)C2CCOCC2)[C@H](CO)O1)c1ccccc1
    40.4 | 0.3 | 1.4 | 8.6
> CC(C)NC(=O)N1C[C@H]2[C@@H](c3ccccc31)[C@@H](CO)N2C(=O)c1cccnc1
    -26.2 | 0.0 | -4.4 | 10.9
> CCC(=O)N1[C@@H](CO)[C@@H](c2ccc(-c3ccccc3)cc2)[C@@H]1CN(C)C(C)=O
    64.6 | 1.9 | -10.9 | -2.0
> C/C=C/c1ccc([C@H]2[C@@H](CO)N(C(=O)NC(C)C)[C@H]2CNC(C)=O)cc1
    / | 2.2 | 2.4 | 4.5
> Cc1cccc(S(=O)(=O)N[C@@H]2CC[C@@H](CCNC(=O)CCN3CCCCC3)O[C@H]2CO)c1
    -3.4 | -1.3 | 0.4 | -8.3
> CCC(=O)Nc1ccc2c(c1)OC[C@H](C)N(Cc1cccnc1)C[C@H](C)[C@@H](OC)CN(C)C2=O
    / | -0.4 | -3.7 | 43.2
> Cc1noc(C)c1S(=O)(=O)Nc1ccc2c(c1)C(=O)N([C@@H](C)CO)C[C@@H](C)[C@@H](CN(C)Cc1ccc(C(=O)O)cc1)OCCCC[C@H](C)O2
    -25.3 | 1.6 | 5.0 | 2.6
> C[C@@H]1CCCCO[C@@H](CN(C)C(=O)Nc2ccccc2)[C@H](C)CN([C@H](C)CO)C(=O)c2cc(NS(=O)(=O)c3cn(C)cn3)ccc2O1
    37.7 | -1.4 | 12.3 | 5.5
> CO[C@@H]1CN(C)C(=O)c2cc(NC(C)=O)ccc2OC[C@@H](C)N(C(=O)CC2CC2)C[C@@H]1C
    -8.9 | 0.3 | -1.3 | 1.7
> COc1ccccc1CNC(=O)C[C@H]1CC[C@@H]2[C@H](COC[C@H](O)CN2C(=O)Nc2ccccc2)O1
    -7.6 | -0.7 | 3.1 | 7.6

Record cards, from the list above.
C/C=C/c1ccc([C@H]2[C@@H](CO)N(C(=O)NC(C)C)[C@H]2CNC(C)=O)cc1 in the list: Tcruzi prolif = /; GASC1 inh = 2.2; C diff HTS = 2.4; Pf Dd2 growth = 4.5
Cc1cccc(S(=O)(=O)N[C@@H]2CC[C@@H](CCNC(=O)CCN3CCCCC3)O[C@H]2CO)c1 in the list: Tcruzi prolif = -3.4; GASC1 inh = -1.3; C diff HTS = 0.4; Pf Dd2 growth = -8.3
